Bioassay records as filed in PubChem.
HTR5A ag – activates human HTR5A in OPRM1-OPRD1 agonist counter-screen | P47898 | HTR5A agonist assay, luminescence, cell-based | activation, % at 9.3 µM | hit rate 0.61% among 340,000; in the data active = activation mostly above about 9.5%, no sharp cut-off; inactive = mostly below about 7.6%;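 also: 0% = cells with vehicle only and 100% = reference agonist; strong numbers were not always called active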
Target sequence (P47898 whole entry, looked up): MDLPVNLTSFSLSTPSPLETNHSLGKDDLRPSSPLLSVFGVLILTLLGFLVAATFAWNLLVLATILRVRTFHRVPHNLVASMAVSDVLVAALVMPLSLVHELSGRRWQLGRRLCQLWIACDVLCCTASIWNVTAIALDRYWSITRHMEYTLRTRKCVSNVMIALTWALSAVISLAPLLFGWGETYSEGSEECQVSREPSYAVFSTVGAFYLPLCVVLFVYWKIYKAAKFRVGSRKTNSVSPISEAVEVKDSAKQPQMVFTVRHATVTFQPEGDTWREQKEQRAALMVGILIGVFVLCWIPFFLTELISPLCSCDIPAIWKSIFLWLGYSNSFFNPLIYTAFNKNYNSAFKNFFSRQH
PKA-R2B activ – PKA-R2B complex activation; P22694+P31323; PKA-R2B holoenzyme dissociation, Cy5-IP20 fluorescence polarization; R2B truncated from residue 108, S112A mutant; 0% DMSO only, 100% 113 µM cGMP; activation, % at 11.4 µM; hit rate 0.079% among 340,000; AID 504700;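 active = activation above a cutoff set at the mean over all compounds plus 3 SD, cut at about 18% in these data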;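 also: higher means more holoenzyme dissociation and a rise in polarization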
Target sequence (P31323 whole entry, looked up, other chains not shown, the tested form may be a part): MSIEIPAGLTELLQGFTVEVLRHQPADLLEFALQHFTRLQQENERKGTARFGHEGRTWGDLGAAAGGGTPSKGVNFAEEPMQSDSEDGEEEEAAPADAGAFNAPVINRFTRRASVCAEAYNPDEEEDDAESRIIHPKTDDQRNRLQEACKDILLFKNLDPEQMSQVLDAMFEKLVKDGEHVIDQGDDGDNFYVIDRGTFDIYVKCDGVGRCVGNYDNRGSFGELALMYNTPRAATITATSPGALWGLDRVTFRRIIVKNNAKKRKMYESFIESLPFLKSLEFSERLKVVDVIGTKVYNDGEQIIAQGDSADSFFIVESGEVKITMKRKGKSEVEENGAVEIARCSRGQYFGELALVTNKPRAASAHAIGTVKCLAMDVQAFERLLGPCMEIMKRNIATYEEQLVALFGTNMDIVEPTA
HTR5A inv ctr – HTR5A inverse agonism, opioid heterodimer counter-screen; P47898; HTR5A cell line, luminescence; inhibition, % at 9.3 µM; hit rate 0.083% among 340,000; AID 504634; in the data active = inhibition mostly above about 23%, no sharp cut-off; inactive = mostly below about 18%;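 also: 0% = cells with DMSO and 100% = no-cell wells with DMSO; some compounds called inactive have numbers as strong as hits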
V-ATPase pHluor – alters yeast V-ATPase proton transport; S. cerevisiae, pHLuorin cytosolic pH fluorescence; response, % at 10 µM; hit rate 0.37% among 350,000; AID 504577; in the data active = response mostly above about 7.3%, no sharp cut-off; inactive = mostly below about 5.4%; also: actives read high; inactives centre near 0; some compounds called inactive have numbers as strong as hits; reference of the scale not given here
DAGLB inh – blocks human DAGLB lipase activity. Q8NCG7. HEK293T DAGLB membrane lysate, EnzChek fluorogenic substrate. inhibition, % at 5.17 µM. hit rate 0.059% among 340,000; in the data active = inhibition above about 34%;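 also: 0% = enzyme with vehicle and 100% = wells lacking enzyme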
PKA-R1A activ – activators of PKA-R1A complex | activation, % at 11.4 µM | P00514+P68181 | PKA-R1A dissociation, Cy5-IP20 fluorescence polarization; scaled: DMSO 0%, 113 µM cGMP 100% | hit rate 0.083% among 340,000 | AID 504707;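 active = percent activation above the mean of all tested compounds plus 3 SD, cut at about 19% in these data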;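 also: higher means more PKAc released from R1A so a rise in polarization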
MOR-DOR inv ag – mu-delta opioid heterodimer inverse agonism; cell-based MOR-DOR heterodimer luminescence; P35372+P41143; hit rate 0.21% among 340,000; AID 504357; inhibition, % at 9.3 µM; in the data active = inhibition above about 22%, passing the limit was not always enough;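 also: 0% = cells with DMSO and 100% = wells without cells with DMSO; values of inactives mirror those of a sister screen read the other way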
Arrestin-AP2 inh – human beta-arrestin and AP2 interaction inhibition; FITC-arrestin peptide / GST-AP2 beads, flow cytometry; AP2 beta2 appendage carries R879A mutation; inhibition, % at 10 µM; hit rate 0.31% among 340,000; AID 504490;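 active = inhibition above a set limit, near 3 SD of compounds lacking own fluorescence, cut at about 54% in these data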;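 also: plate controls were DMSO wells for no effect and 5 µM unlabelled arrestin peptide for full effect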
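System: GST-AP2 R879A glutathione beads | Also added: FITC-arrestin peptide, 50 nM | Times: 12 min plus 1 h, RT | Signal: Bead flow cytometry, FITC channel | Buffer or medium: PBS with 0.05% Tween 20 and 0.1% BSA | Read-out basis: Percent drop in bead-associated FITC signal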
OPRM1-OPRD1 ag – OPRM1-OPRD1 heterodimerization agonism; cells, luminescence; hit rate 0.3% among 340,000; AID 504326; P35372+P41143; activation, % at 9.3 µM; in the data active = activation above about 18%;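 also: 0% = vehicle-treated cells and 100% = reference agonist; values of inactives mirror those of a sister screen read the other way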
DSG3 Ab inh – blocks pemphigus antibody binding to human desmoglein-3 | binding (percent of control), % at 10 µM | hit rate 0.48% among 310,000 | DSG3-coupled beads, scFv-anti-DSG3-GFP binding, flow cytometry; hits give low values | AID 588358;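 active = binding more than 3 SD below its plate's average and above zero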;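 also: hits lower antibody fragment binding to DSG3; some compounds called inactive have numbers as strong as hits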
* hit, by the source's call; nt = no result given.

SMILES	HTR5A ag	PKA-R2B activ	HTR5A inv ctr	V-ATPase pHluor	DAGLB inh	PKA-R1A activ	MOR-DOR inv ag	Arrestin-AP2 inh	OPRM1-OPRD1 ag	DSG3 Ab inh
Nc1nc(-c2ccccc2)ns1	-1.8	-10.1	6.9	-1.0	-4.7	-3.2	4.7	9.4	-1.1	98.0
COc1ccc(S(=O)(=O)NCC2CCC(C(=O)O)CC2)cc1 (configuration not stated)	-2.1	12.8	7.3	-6.1	-2.0	-0.2	14.4	3.0	-3.2	101.3
O=C(CCC(=O)OCc1ccc(Cl)cc1)Nc1cccc([N+](=O)[O-])c1	-3.1	-0.3	-7.7	-3.0	-3.0	-0.8	1.1	3.7	-0.2	98.8
C=CCn1c(SCc2c(C)noc2C)nc2sc(C)c(C)c2c1=O	7.3	-11.2	0.4	4.0	-5.3	-10.0	-14.4	-4.5	2.7	99.5
Cc1nc2cc(NS(=O)(=O)c3cccc4cccnc34)ccc2s1	-1.5	-8.5	5.4	-1.6	-2.1	-14.9	6.3	-28.9	-1.3	105.2
Cc1ccc(CSc2ncnc3onc(C)c23)cc1	0.7	3.7	-8.2	2.4	-8.0	-0.3	-29.5	-4.2	5.6	115.6
Cc1ccc(CNC(=O)c2ccc(N3CCC4(CC3)CC(c3cccc(Br)c3)=NO4)c(NC(=O)c3cccc(C)c3)c2)cc1	0.7	-7.8	10.6	-0.6	0.5	2.2	15.2	0.1	-2.8	93.8
Cc1cc(C)cc(-n2c3nc4ccccc4nc3c3c(=O)n(Cc4ccco4)cnc32)c1	10.1	-1.2	-25.2	-2.0	6.5	-9.0	-7.9	9.8	1.9	87.8
COc1ccc(CN2CC(=O)N(c3cc(Cl)ccc3C)C2=S)cc1OC	-2.3	-4.4	8.0	-1.4	-0.2	-6.7	5.1	-0.6	-1.1	95.5
CC[C@@H]1C(c2ccccc2)=NN(c2ccc(Br)cc2)[C@H]1C(=O)N1CCOC1=O	0.5	-3.4	-1.6	-0.6	-1.3	-1.2	3.9	9.2	-0.8	99.2
COc1ccc(Cl)cc1NC(=O)CSc1ncnc2c1oc1ccccc12	-2.8	-2.6	-12.1	3.0	-2.4	6.3	17.3	-11.9	-3.5	89.8
CNc1nc(-c2c(C)n(C)c3ccc(OC)cc23)cs1	0.2	-0.9	-0.8	-2.8	2.6	8.1	-8.1	48.3	1.7	99.7
N/C(Cc1cccs1)=N\OC(=O)COc1ccc(Br)cc1Cl	11.8	-7.8	-30.4	0.0	-10.2	-8.7	-18.0	19.1	3.6	95.4
NS(=O)(=O)c1ccc(N=Nc2c(O)ccc3ccccc23)cc1	0.6	7.4	-1.7	-1.8	36.8*	8.5	-43.0	-10.6	8.2	71.1*
O=C(CN1CCCC1)Nc1ccccc1Sc1ccccc1	-0.9	-4.8	2.1	0.7	-3.7	6.8	-44.4	-12.5	9.4	117.8
Cc1ccc(C2CC(c3cccc(Cl)c3)n3nc(N)nc3N2)cc1 (configuration not stated)	-3.5	-0.2	9.6	0.3	2.5	-12.0	3.2	9.5	-0.6	103.6
COc1ccc(N2C(=O)/C(=C/c3cccnc3)NC2=S)cc1	-1.0	-1.2	2.7	3.6	1.5	-3.9	17.1	6.0	-2.9	96.6
CN(c1cccc(NC(=O)CN(c2cccc(Cl)c2)S(=O)(=O)c2ccccc2)c1)S(C)(=O)=O	4.7	-4.7	-15.8	-0.7	-4.9	-0.3	3.3	34.2	-0.6	97.7
O=C(NCCO)/C(=C/c1ccc2c(c1)OCO2)NC(=O)c1ccc(Br)cc1	-0.1	11.9	0.3	-2.0	0.1	0.6	-3.6	6.2	0.6	97.7
COc1cc(CN2CCC(Oc3cc(C(=O)NC4CC4)ccc3OC)CC2)cc(OC)c1	1.7	-4.8	-7.1	8.4	-2.4	-5.5	13.6	-4.8	-2.6	100.8
CCn1c2ccccc2c2cc(NC(=O)COc3ccccc3OC)ccc21	-0.7	-4.7	-9.9	0.2	-14.3	-10.8	13.9	39.8	-2.5	nt
Nc1nc(NCc2c(F)cccc2Cl)nn1-c1ccccc1	-3.0	2.8	8.9	2.8	2.1	6.2	14.3	-5.7	-2.7	87.1
CN1CCC(=NNC(=O)CN(c2cccc(Cl)c2)S(C)(=O)=O)CC1	2.5	-4.3	-1.7	2.5	-3.3	2.0	10.8	43.1	-2.3	102.7
COc1ccccc1N1CCN(CC(O)c2ccc3cc[nH]c3c2)CC1 (configuration not stated)	-1.0	-1.2	4.5	-2.0	0.8	-3.0	12.0	0.8	-2.2	85.6
Cc1cc(C)c(C2C(C#N)=C(N)Oc3n[nH]c(C)c32)cc1CN1CCCC1 (configuration not stated)	7.2	-9.8	14.5	-2.4	3.1	7.2	7.6	17.2	-1.6	nt
CC(=O)c1cccc(NC(=O)CCCSc2ccccc2)c1	-5.5	7.6	-24.9	-4.2	-6.1	-0.3	-4.0	12.7	0.8	114.8
CC(C)NS(=O)(=O)c1ccc(NC(=O)C(C)OC(=O)CCC2CCCCC2)cc1 (configuration not stated)	9.1	-14.4	-24.8	1.4	1.1	-8.5	-54.1	-4.9	10.4	100.8
O=C(NNC(=O)c1cccs1)c1ccc2ccccc2c1	0.7	3.8	-6.7	1.0	1.4	0.2	4.4	5.4	-0.9	117.7
Cc1ccc(C)c(C(=O)CN2C(=O)NC3(CCC(C)CC3)C2=O)c1 (configuration not stated)	-1.6	-0.2	4.2	0.5	-1.5	3.7	-1.2	5.8	0.2	114.2
O=C(O)c1cccc(-c2noc(-c3cccc(Cl)c3)n2)c1	17.9	-2.5	-1.4	-3.3	0.1	-10.8	7.3	-0.1	-1.3	103.5
O=C(COC(=O)c1ccc(Cl)nc1)Nc1cc(S(=O)(=O)N2CCCCC2)ccc1Cl	5.2	-6.1	-14.4	-1.3	-0.3	-13.3	4.5	8.8	-0.9	95.5
CC(=O)c1cccc(N(CC(=O)N2CCCCC2)S(C)(=O)=O)c1	1.5	-23.0	-11.7	-5.3	4.1	-1.6	4.0	-5.8	-0.7	98.3
CC(C)Cn1nc(NS(=O)(=O)c2ccccc2)c2cc3ccccc3nc21	-2.7	0.9	7.3	0.0	0.7	-6.3	29.8	27.0	-6.8	102.5
CCCCc1ccc(NC(=S)NCCN2CCOCC2)cc1	2.7	5.1	5.7	2.0	3.8	7.2	5.6	12.2	-0.9	87.4
CCn1c(SCC(=O)Nc2ccc(Br)cn2)nnc1C1CC1	4.7	-11.4	-11.8	2.5	-1.9	-12.1	10.9	-6.6	-2.0	116.0
O=C(O)c1cnn(-c2nc(-c3cccc([N+](=O)[O-])c3)cs2)c1C(F)(F)F	-0.8	-5.8	2.8	3.0	4.8	-12.1	-10.8	37.2	2.3	103.6

Of the compounds above, 2 contain a nitro group on carbon:
SMILES	HTR5A ag	PKA-R2B activ	HTR5A inv ctr	V-ATPase pHluor	DAGLB inh	PKA-R1A activ	MOR-DOR inv ag	Arrestin-AP2 inh	OPRM1-OPRD1 ag	DSG3 Ab inh
O=C(CCC(=O)OCc1ccc(Cl)cc1)Nc1cccc([N+](=O)[O-])c1	-3.1	-0.3	-7.7	-3.0	-3.0	-0.8	1.1	3.7	-0.2	98.8
O=C(O)c1cnn(-c2nc(-c3cccc([N+](=O)[O-])c3)cs2)c1C(F)(F)F	-0.8	-5.8	2.8	3.0	4.8	-12.1	-10.8	37.2	2.3	103.6

(more compounds)
SMILES	HTR5A ag	PKA-R2B activ	HTR5A inv ctr	V-ATPase pHluor	DAGLB inh	PKA-R1A activ	MOR-DOR inv ag	Arrestin-AP2 inh	OPRM1-OPRD1 ag	DSG3 Ab inh
CN(Cc1ccccc1)C(=O)c1[nH]cnc1C(=O)NCC(=O)OCc1ccccc1	-2.7	-7.9	7.2	-0.5	-3.2	-5.3	8.1	31.4	-1.4	108.3
Cc1c(NC(=S)/C=C2\N(C)c3ccccc3C2(C)C)c(=O)n(-c2ccccc2)n1C	1.5	-0.5	-25.6	-0.4	2.0	8.7	12.2	0.9	-2.2	104.0
Cc1ccc(S(=O)(=O)N2[C@@H](c3ccc(Cl)cc3)C(C(=O)O)=CC[C@H]2c2cccc(Cl)c2)cc1	5.8	-0.5	-17.1	4.0	1.5	-3.2	1.5	-10.8	-0.2	103.4
CC(=O)c1c(C)n(-c2ccc(C)cc2C)c2ccc(O)cc12	1.2	-5.3	-4.5	-4.8	-2.1	-9.0	-7.9	12.1	1.6	99.5
N#Cc1ccccc1OCC(=O)N1CCN(C(=O)c2ccco2)CC1	-1.5	-0.2	21.1	1.8	-0.7	6.1	16.0	-8.9	-3.0	nt
Cc1cccc(NC(=S)NC2CCN(Cc3ccccc3)CC2)c1C	11.8	-0.2	-1.1	-4.8	-0.8	-5.4	-7.1	-3.6	1.5	77.5
CCOC(=O)/C=C1\NC(=O)C(C)S1 (configuration not stated)	0.3	1.0	-0.8	3.8	1.6	-3.8	14.0	-9.2	-2.8	nt
O=C(Cn1c(=O)oc2cc(S(=O)(=O)N3CCCCC3)ccc21)N1CCc2ccccc21	7.8	14.9	-21.9	-4.2	3.2	-9.0	2.1	-5.4	-0.4	94.9
Cc1cccc(S(=O)(=O)NCC2CCCO2)c1 (configuration not stated)	-1.0	-5.0	3.6	0.4	-2.1	-18.1	13.4	17.5	-2.5	92.7
O=C(CCCOc1ccc(Cl)cc1)NCCc1ccccc1	3.4	4.5	-12.4	2.0	-1.7	-10.4	11.3	-19.8	-2.4	100.3
CCOC(=O)c1ccc(NC(=O)CN2C(=O)NC3(CCC(C)CC3)C2=O)cc1 (configuration not stated)	0.8	0.6	18.6	0.4	-3.9	-1.3	4.3	-35.9	-0.8	99.1
CC(=O)c1cccc(NC(=O)N2CCCC2C(=O)NCc2ccc(F)cc2)c1 (configuration not stated)	1.3	-1.2	-1.6	1.1	-1.7	0.9	0.4	7.2	-0.1	132.2
COc1cc(OC)cc(C(=O)NC(C(=O)Nc2ccc(N3CCOCC3)cc2)C(C)C)c1 (configuration not stated)	5.6	2.9	1.8	0.6	0.6	-3.8	6.8	-1.4	-1.1	99.1
CCOC(=O)C1CCCN(C(=O)c2ccc3c(=O)n(CCOC)c(=S)[nH]c3c2)C1 (configuration not stated)	5.8	12.7	12.6	6.0	-1.8	5.0	-3.8	2.2	0.7	102.0
CC(=O)Nc1ccccc1NC(=O)c1cc(C)ccc1C	2.9	9.9	-8.3	-0.6	-1.7	5.3	5.1	2.9	-1.0	105.5
O=C(CNC(=O)c1ccco1)OCc1ccc(Br)cc1	-4.2	1.0	4.3	-5.8	1.2	-0.3	7.5	-10.7	-1.1	102.6
COCCNC(=O)C(c1cccs1)N(C(=O)Cn1nnc2ccccc21)c1cccc(C)c1 (configuration not stated)	-0.9	-7.0	-11.4	1.1	-3.6	-7.1	18.1	1.8	-3.4	nt
CCc1c(C)sc(NC(=O)CCc2ccc(OC)cc2)c1C(N)=O	-5.3	1.0	13.6	-1.6	-0.8	-8.1	20.2	27.8	-4.0	106.7
COc1ccc(NC(=O)CC(c2ccc(F)cc2)c2ccc(OC)cc2)cc1 (configuration not stated)	1.6	-1.2	-10.4	-9.5	-4.1	6.8	16.8	7.3	-3.3	nt
COc1cccc(C(=O)N2CCN(c3ccccn3)CC2)c1	-0.7	-9.0	-2.0	-3.8	-0.4	-8.7	7.6	-1.4	-1.5	95.5
